Pf Dd2 growth: qHTS Primary assay for Inhibitors of Plasmodium falciparum Dd2 growth in vitro; P. falciparum Dd2 growth, SYBR Green, 72 h; Potency, µM (top dose mostly 28.9 µM), for the others: at the highest dose activity, negative = inhibition, most hits filed as inhibitors; 120,000 compounds, 4.3% hits; active = well fitted inhibition curve with a large enough effect; inconclusive = small, poorly fitted or top-dose-only effect; inactive = no such curve, though single readings can be large or run the other way;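 note: plate controls were DMSO vehicle for no effect and reference drug for full effect; nearly all actives have a fitted effect of over 65% in size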
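Infected erythrocytes (Dd2, 0.3% parasitemia, 2.5% hematocrit final) are added to compound in RPMI-1640/Albumax II medium, grown 72 h at 37C in low oxygen, then lysed with saponin/Triton-X containing SYBR Green and read by fluorescence.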
An asterisk follows results filed as active; i = inactive; ? = inconclusive; [ ] = remark or other dose. Potency is the fitted concentration of half-maximal effect. A portion of the library; rates above refer to the full screens.

SMILES	Pf Dd2 growth
COc1ccccc1C(=O)N1CCc2[nH]nc(C(=O)NCCCc3ccccc3)c2C1	i
Cc1noc(-c2cn(C3CCN(C(=O)c4ccccc4)C3)nn2)n1 (stereo not given)	12%
Cc1ccc(N2CCN(C(=O)C3CC(=O)N(c4n[nH]c5cccc(F)c45)C3)CC2)c(C)c1 (stereo not given)	i
COc1ccc(N2C(=O)C3(CCCCC3)C2C(=O)N2CCN(C(C)=O)CC2)cc1 (stereo not given)	4%
COc1cccc(CC(=O)N2CCC3(CC2)CC(Cc2nc(-c4ccncc4)no2)CCO3)c1 (stereo not given)	i
O=C(c1cccc2cnccc12)N1CCCC2(C=Cc3ccccc3O2)CC1 (stereo not given)	?
CN(C)CC1(O)CCC2(CCN(S(=O)(=O)c3ccc(F)cc3)CC2)CC1	?
COc1ccc(-c2[nH]c(-c3ccccc3)nc2SCC(=O)Nc2ccc3c(c2)OCCO3)cc1	-29%
O=C1CC(c2ccccc2)N(S(=O)(=O)c2ccccc2)CCCCCN1 (stereo not given)	i
Cn1nc(-c2ccccc2)cc1[C@H]1CN2CC[C@H]1C[C@@H]2CNC(=O)Nc1cccc(C#N)c1	-2%
CCCNC(=O)N1CCCN(S(=O)(=O)c2ccccc2)CCC(=O)NCC1	6%
Cc1ccc(CNC(=O)CN2C(=O)COc3ccc(S(=O)(=O)Nc4ccccc4)cc32)cc1	-4%
O=C1Nc2ccccc2CN(CC2CCCCC2)C12CCNC2 (stereo not given)	?
Cc1ncc2c(n1)C[C@@H]1CC[C@H]2N1C(=O)NCc1ccccc1	13%
CCCN(CCC)C(=O)Cn1c(=O)n(-c2ccc(Cl)cc2)c(=O)c2c3c(sc21)CCCC3	21%
COc1ccc(C)c2sc(N(Cc3cccnc3)C(=O)c3cccs3)nc12	?
COC[C@@H]1CN(S(=O)(=O)c2ccc(C)cc2C)C[C@H]1C(N)=O	-12%
CNCC(=O)N1CCc2nc(N)nc(NCc3ccccc3F)c2CC1	-2%
O=C1NCCCCCCN(S(=O)(=O)c2cccs2)[C@H]2CCCC[C@@H]12	-10%
C[C@@H]1CN(Cc2nc3c(n2Cc2ccccc2)C(=O)N(CC2CC2)CCN3)C[C@H](C)O1	-14%[44.1 µM]
O=c1c2nc(NCCOc3ccccc3)ccc2ncn1Cc1ccccc1	?
CS(=O)(=O)N1CCCC1C(=O)Nc1ccc(-c2cccc(F)c2)cc1 (stereo not given)	-1%
Cc1nc2c3cccnc3nn2c(C)c1CCC(=O)NCc1ccccc1	51%[activator]
Cc1nnsc1C(=O)Oc1ccc(Cl)cc1	18%[0.594 µM]
O=C(N[C@H]1CO[C@H]2[C@@H]1OC[C@@H]2n1cc(CC2CCCCC2)nn1)c1ccc(C(F)(F)F)cc1	i
Next part
SMILES	Pf Dd2 growth
CN1CCN(c2nc3c(c(=O)[nH]2)CCN(Cc2cccc(C(F)(F)F)c2)CC3)CC1	10%[5.79 µM]
CCC(C)NC(=O)C1COC2(CCN(C(=O)c3ccc(F)cc3)CC2)N1C(=O)c1ccccc1 (stereo not given)	-2%
Nc1nnnn1CC(=O)NCc1cccnc1Oc1ccc(F)cc1F	-18%
O=C(Nc1ccc2n(c1=O)C[C@H]1C[C@@H]2CN(C(=O)c2ccccn2)C1)c1ccc(F)cc1	-2%[44.1 µM]
COc1ccc(CN2CC3(CCN(S(=O)(=O)Cc4ccccc4)CC3)C2=O)cc1	?
O=C(NCc1ccc(F)cc1)c1nc(-c2ccc(F)cc2)c2ccccn12	?
CCCN1CCc2[nH]cnc2C12CCN(C(=O)c1ccc(CC)s1)CC2	-6%
CN(C)CC1(O)CCN(C(=O)Cn2cc(C(=O)C3CC3)c3ccccc32)C1 (stereo not given)	-5%
CCCCOC(=O)CSc1nnc(-c2ccc(C)cc2)o1	i
CCCCN1CCN(C(=O)C2(c3ccc(NC(=O)C(C)C)cc3)CCCCC2)CC1	?
NC(=O)[C@H](Cc1cccs1)NC(=O)[C@@]1(O)C[C@@H](O)[C@H](O)[C@@H](NC(=O)NC2CCCCC2)C1	1%
C=CCN(C)C(=O)[C@@H]1Cc2cn(Cc3nccn3C)c3cccc(c23)[C@H](CC(C)C)N1	?
CCOc1cc(-c2ccc(OC(=O)c3ccccc3F)cc2)cc(=O)c2c(C)oc(C)c12	-11%
CCc1ccc(NC(=O)c2ccc(Cn3ccn4nc5c(c4c3=O)CCCC5)cc2)cc1	?
CC(=O)N1CCCC1c1nc(C2CN(C(=O)CCn3cc(C)cn3)C2)no1 (stereo not given)	12%
CCOC(=O)c1cccc(NS(=O)(=O)c2cc(Br)cc3c2N(C(=O)C2CC2)CC3)c1	?
Cc1ccc(CN2CCCC3(CNc4ccccc4[S+](=O)([O-])N3)C2)cc1 (stereo not given)	-4%
CC(C)COc1ccc(C(=O)N(Cc2ccc(N(C)C)cc2)Cc2ccco2)cc1	4%
CN1C[C@H](NC2CCOCC2)CCC[C@@H](C(=O)NCc2cc(F)cc(F)c2)CC1=O	-7%[44.1 µM]
COC(=O)c1sccc1S(=O)(=O)N(CC(=O)NCc1ccc(F)cc1)c1ccc(C)c(C)c1	20%
CCc1ccc(CN(Cc2ccco2)c2cnc(S(C)(=O)=O)nc2C(=O)Nc2ccccc2Cl)cc1	?
Cc1ccc(-c2cc(N)n(-c3ccc(C)cc3)n2)cc1	-18%
Cc1noc(-c2ccc(N3CCC(O)(c4cccnc4)CC3)nc2)n1	-18%
Cc1noc(-c2ccccc2Cl)c1C(=O)NCCC(c1ccccc1)c1ccccc1	-5%
Cc1ccc(OCCC2CCN(C(=O)CCCC(=O)n3nc(C)c4ccccc43)C2)cc1 (stereo not given)	?
Remaining list, next part:
SMILES	Pf Dd2 growth
COCCNC(=O)CN1C(=O)COc2ccc(S(=O)(=O)N3CCOCC3)cc21	14%
O=C1COc2ccc(-c3ccncc3)nc2CN1CCOc1ccccc1	i
O=C(N[C@@H]1COCC[C@@H]1OCC1CC1)c1conc1-c1ccccc1	-29%
COc1ccc(CN2CCc3nc(C(C)C)nc(-c4ccc(O)cc4)c3C2)cc1	8.9µM*
COCCNC(=O)[C@H]1C[C@H](Oc2ccccc2)CN1CC1CC1	6%
CCCN(CC1CCOC1)S(=O)(=O)c1cccc(C(F)(F)F)c1 (stereo not given)	i[5.79 µM]
Cc1ccc(CNC(=O)CN2C(=O)C(c3ccccc3)=NC23CCCCC3)cc1	i
CN(Cc1ccccc1F)C1CCc2ccccc21 (stereo not given)	?
CC(=O)Nc1ccc(NC(=O)c2ccc3c(c2)CCN3S(=O)(=O)c2ccc(Cl)cc2)cc1	i
C=CCNC(=O)N[C@H]1C[C@H]2C(=O)Nc3ccccc3C(=O)N2C1	-1%[44.1 µM]
CC[C@H]1CN2CC[C@H]1C[C@@H]2CNCc1cccc(C#N)c1	?
Cc1cc(C(=O)N[C@@H]2C[C@H](Cn3cc(CN4CCS(=O)(=O)CC4)nn3)[C@@H](O)[C@H]2O)nn1C	28%
CCn1cc(-c2nc3c([nH]2)CC(C)(C)CNC3=O)cn1	3%
CC(=O)c1ccc(NC(=O)CSc2nnc(N)s2)cc1	i
O=C1c2cc(N3CCOCC3)nc(-c3cccc(F)c3)c2CN1CC1CC1	i
CCCCS(=O)(=O)N1CCCC(Cn2c(C3CC3)nc3cccnc32)C1 (stereo not given)	i
Cc1noc(C)c1CC(=O)N1CCCC(c2nn(C)c(=O)n2C(C)C)C1 (stereo not given)	-17%
COc1ccc(C(CNC(=O)COc2cc(C)cc(C)c2)N2CCOCC2)cc1 (stereo not given)	-21%
COc1cc2c(cc1CCc1ccccc1)N(C(=O)c1ccn(C)n1)CC21CCN(C(C)=O)CC1	10µM*
COC(=O)CNC(=O)N1CCC(N2C(=O)C3(CCCC3)C2c2scnc2C)CC1 (stereo not given)	-19%
O=C(Nc1cnc(-c2ccccc2)nc1)c1ccco1	-15%
Cc1ccc(-c2nc3n(n2)C(c2ccccc2Cl)C=C(c2ccc(Cl)cc2)N3)cc1 (stereo not given)	?
COc1cc2c(cc1OC)C(COc1ccc(F)cc1)N(C(=O)Cc1ccc(F)cc1)CC2 (stereo not given)	?
CC(C)CCN1C(=O)CC[C@]2(C(=O)N3CCOCC3)CCCC[C@@H]12	-19%
CCn1ccc(C(=O)N2CC[C@H](c3nc(C)no3)[C@H](NC(=O)C3CC3)C2)n1	2%[5.79 µM]
(cont.)
SMILES	Pf Dd2 growth
O=C(NC1CCCCC1)/C(=C/c1ccc(Cl)cc1)NC(=O)c1ccccc1	?
COCCCNC(=O)N1CCCCCCN(C)C(=O)[C@@H]2CCC[C@@H]21	39%[activator]
O=C(Cn1ccn2nc(-c3ccccc3)c(CO)c2c1=O)Nc1ccccc1F	-12%
Cn1cnc(S(=O)(=O)N2CCCC(C(=O)NCc3ccccc3)C2)c1 (stereo not given)	99%[activator]
O=C(c1ccc(F)cc1)N1CCC(Cc2nncn2-c2ccccc2)CC1	-4%
CNC(=O)[C@@H]1CN(Cc2ccc3c(c2)CCO3)C[C@H]1c1nc(COC)no1	24%
O=C(NCc1ccc(F)cc1)c1ccc(CSCc2cccc(Cl)c2)o1	7%
O=C(Cn1ccn2nc3c(c2c1=O)CCCC3)NCCC1=CCCCC1	7%
COc1ccc(C)cc1NC(=O)c1ccc2c(Cl)c3c(nc2c1)CCC3	30%[activator]
COc1ccc(NC(=O)Cn2c(=O)n(-c3ccc(C)c(C)c3)c(=O)c3c(C)c(C)sc32)cc1	i
CCc1noc(-c2cccn3c(CNC(=O)COc4ccccc4)nnc23)n1	i
Cc1cnc2c(c1SCC(=O)NCc1ccccc1Cl)c(=O)n(C)c(=O)n2C	8%
COc1ccc2[nH]c(C(=O)NC3CCc4nn(C)c(=O)n4CC3)cc2c1 (stereo not given)	?
CCN(Cc1cnn(CC)c1)C(=O)c1ccc2c(c1)C(O)CCCCCN2C (stereo not given)	i
Cc1ccc(CCNc2nc3ccccc3c3nc(-c4ccccc4)nn23)cc1	34%[activator]
CC(=O)Nc1ccc(-c2c(C3CC3)nn(-c3cccc(C)c3)c2OC(C)=O)cc1	i
CN(c1ccc(Cl)cc1)S(=O)(=O)c1nnc(NC(=O)c2ccco2)s1	46%[activator]
Cc1c(C(=O)NCc2ccc(F)cc2)sc2nc3n(c(=O)c12)CCC3	4%
Cc1ccc(N2CC(NC(=O)C3CCCC3)CC2=O)cc1 (stereo not given)	i
COc1cc(C(=O)NCCc2csc3nc(-c4ccccc4C)nn23)cc(OC)c1OC	-23%
COc1ccc(CNC(=O)[C@@H]2Cc3nc[nH]c3CN2Cc2cc3ccccc3o2)cc1	-13%[44.1 µM]
COC(=O)c1nnn(CC(=O)NC(=O)Nc2ccc(F)cc2)c1C(=O)OC	11%
Cc1ccc(CN(C(=O)COc2ccccc2[N+](=O)[O-])c2ccccn2)cc1	-13%
O=C(Nc1cccc(Cl)c1)c1cnc2c(c1)N(C(=O)CCc1ccccc1)CCC2	-15%[44.1 µM]
COc1ccccc1CNC[C@H]1O[C@H](Cc2cc(CN(C)C)on2)CC[C@@H]1O	i

Structures shown so far that have a Cl atom:
SMILES	Pf Dd2 growth
CCCN(CCC)C(=O)Cn1c(=O)n(-c2ccc(Cl)cc2)c(=O)c2c3c(sc21)CCCC3	21%
Cc1nnsc1C(=O)Oc1ccc(Cl)cc1	18%[0.594 µM]
CCc1ccc(CN(Cc2ccco2)c2cnc(S(C)(=O)=O)nc2C(=O)Nc2ccccc2Cl)cc1	?
Cc1noc(-c2ccccc2Cl)c1C(=O)NCCC(c1ccccc1)c1ccccc1	-5%
CC(=O)Nc1ccc(NC(=O)c2ccc3c(c2)CCN3S(=O)(=O)c2ccc(Cl)cc2)cc1	i
Cc1ccc(-c2nc3n(n2)C(c2ccccc2Cl)C=C(c2ccc(Cl)cc2)N3)cc1 (stereo not given)	?
O=C(NC1CCCCC1)/C(=C/c1ccc(Cl)cc1)NC(=O)c1ccccc1	?
O=C(NCc1ccc(F)cc1)c1ccc(CSCc2cccc(Cl)c2)o1	7%
COc1ccc(C)cc1NC(=O)c1ccc2c(Cl)c3c(nc2c1)CCC3	30%[activator]
Cc1cnc2c(c1SCC(=O)NCc1ccccc1Cl)c(=O)n(C)c(=O)n2C	8%
CN(c1ccc(Cl)cc1)S(=O)(=O)c1nnc(NC(=O)c2ccco2)s1	46%[activator]
O=C(Nc1cccc(Cl)c1)c1cnc2c(c1)N(C(=O)CCc1ccccc1)CCC2	-15%[44.1 µM]

Additional compounds follow:
SMILES	Pf Dd2 growth
COc1cccc(C(=O)N2CCC(N3CC4CC(C3)[C@H]3CCCC(=O)N3C4)CC2)c1 (stereo not given in full)	-5%
CC(C)NC(=O)N1CCN(C(=O)N2CCOCC2)[C@@H](C(=O)N[C@H](Cc2c[nH]c3ccccc23)C(N)=O)C1	4%
O=C(O)c1c(-c2ccccc2)oc2ccc(OCc3ccc(Cl)c(Cl)c3)cc12	4%
CC(=O)N1CCc2c(sc3c2c(=O)n(-c2ccc(F)cc2)c(=O)n3Cc2ccc(C#N)cc2)C1	-16%
Cc1ccc2[nH]c(CN3CCN(CC4CCN(C)CC4)CC3)cc(=O)c2c1	8%
Cc1nn(CCC(=O)Nc2ccccc2Br)c(=O)c2nn(-c3ccccc3)c(C)c12	-24%
COc1ccc(-c2noc(C(=O)O)c2[C@@H](C)NC(=O)c2cc(C)n(C)n2)cc1	3.2µM*
Cc1nc(N2CCC(NC(=O)c3ccc4c(c3)OCO4)CC2)cc(C(F)(F)F)n1	i
O=C(NC1CCCN(c2nc3ncccc3o2)C1)c1ccccc1 (stereo not given)	i
CCNC(=O)c1n[nH]c2c1CN(C(=O)c1cccc(Br)c1)CC2	i
COC(=O)c1ccc2c(=O)n(CCCCCC(=O)NCCc3ccc(Cl)cc3)c(=O)[nH]c2c1	25%
CCS(=O)(=O)c1ncc(Cl)c(C(=O)NCc2ccccc2)n1	i[5.79 µM]
O=C1C(N2CCN(Cc3cccnc3)CC2)CCN1CCc1ccccc1 (stereo not given)	i
NC(=O)[C@@H](Cc1c[nH]c2ccccc12)NC(=O)[C@@H]1CN(C(=O)Nc2ccccc2)CCN1C(=O)c1cccs1	i
